Assay outcomes as filed in PubChem.
D1 PAM – human D1 dopamine receptor positive modulation | HEK293 TREx D1 cells, calcium flux, dopamine EC20 potentiation | potentiation, % at 10 µM | hit rate 0.036% among 360,000; in the data active = potentiation above about 30%; note: 0% is about no effect
RXFP1 antagonist – antagonists of human relaxin receptor RXFP1; HEK293-RXFP1, relaxin-stimulated cAMP HTRF, 30 min; stronger effect = lower value; hit rate 0.59% among 350,000; Q9HBX9; activity change, negative = inhibition, % at 57.5 µM;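 active = activity change of -60% or lower, but not beyond a set lower limit; inconclusive = change between -60% and -40%, or beyond the set limit; inactive = change above -40%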; note: % is set by controls: 0 for no effect and ±100 for the full control effect
Target sequence (Q9HBX9 whole entry, looked up): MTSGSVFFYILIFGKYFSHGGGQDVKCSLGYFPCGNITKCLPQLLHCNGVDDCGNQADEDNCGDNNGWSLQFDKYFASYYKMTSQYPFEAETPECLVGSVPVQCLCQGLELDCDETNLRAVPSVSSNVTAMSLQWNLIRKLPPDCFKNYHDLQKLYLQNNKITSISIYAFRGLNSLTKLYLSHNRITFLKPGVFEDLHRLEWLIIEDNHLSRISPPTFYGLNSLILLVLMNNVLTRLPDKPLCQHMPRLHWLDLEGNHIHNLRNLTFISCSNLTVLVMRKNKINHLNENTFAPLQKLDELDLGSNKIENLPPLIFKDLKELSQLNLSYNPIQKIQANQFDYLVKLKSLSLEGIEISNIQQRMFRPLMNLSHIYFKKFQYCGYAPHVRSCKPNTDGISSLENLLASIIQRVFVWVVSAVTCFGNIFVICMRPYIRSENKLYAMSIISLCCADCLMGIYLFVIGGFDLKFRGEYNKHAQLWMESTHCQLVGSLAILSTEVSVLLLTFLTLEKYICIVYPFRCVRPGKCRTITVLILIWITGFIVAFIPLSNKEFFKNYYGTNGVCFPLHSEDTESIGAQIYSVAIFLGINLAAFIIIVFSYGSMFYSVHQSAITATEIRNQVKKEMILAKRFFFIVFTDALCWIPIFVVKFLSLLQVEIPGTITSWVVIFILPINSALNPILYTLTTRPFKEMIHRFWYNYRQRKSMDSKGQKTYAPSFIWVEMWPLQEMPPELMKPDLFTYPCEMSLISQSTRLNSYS
D1 ag – agonists of human D1 dopamine receptor; HEK293 T-REx D1 cells, calcium flux, agonist mode; activation, % at 2 µM; hit rate 1% among 360,000; in the data active = activation above about 30%; note: 0% is about no effect
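Agonism was scored from calcium flux recorded over 180 s (1 read/s) after pintool compound addition, following a 10-cycle baseline. Cells were inducible force-coupled HEK293 TREx D1, plated overnight at 30 C and loaded with no-wash calcium dye.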
D1 antag – antagonists of human D1 dopamine receptor | P21728 | HEK293 TREx D1 cells, calcium flux, dopamine EC80; stronger effect = lower value | activity change, negative = inhibition, % at 10 µM | hit rate 3.2% among 360,000; in the data active = activity change below about -30%; note: % is set by controls: 0 for no effect and ±100 for the full control effect
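After overnight tetracycline induction at 30 C, force-coupled D1 HEK293 cells took up a no-wash calcium dye at room temperature. Compounds were added and monitored 180 s, and the response to EC80 dopamine was then recorded.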
TRHR enhancer – allosterically enhances the human TRH receptor. P34981. TRHR cells, fluo-8 calcium fluorescence, EC20 TRH enhancement. enhancement, % at 2 µM. hit rate 0.66% among 360,000. AID 493056; in the data active = enhancement above about 30%; note: 0% is about no effect
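TRHR-expressing cells loaded with fluo-8 calcium dye were read kinetically (ex 480/em 530) during compound addition, then stimulated with an EC20 of TRH (10 nM final). Enhancement of the Gq-mediated intracellular calcium response was scored.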
RXFP1 agonist – activates the human relaxin receptor RXFP1; Q9HBX9; HEK293T-RXFP1 cAMP TR-FRET, 30 min; response scale: percent of porcine relaxin response, buffer zero; Potency, µM (titrated, usually from 57.5 µM), for inactives: at the top dose activation, actives largely listed as activators; hit rate 0.3% among 370,000; AID 2676; active = well fitted activation curve with a large enough effect; inconclusive = small, poorly fitted or top-dose-only effect; note: potency is the fitted concentration of half-maximal effect; % is set by controls: 0 for no effect and ±100 for the full control effect; nearly all actives have a fitted effect of over 60% in size; many of its hits are not listed in these tables
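cAMP rise read by TR-FRET after 30 min, 37C compound exposure (up to 58 uM) in RXFP1-transfected HEK293 cells with Ro 20174 present. EC50 from Hill-equation fits, with 29 nM porcine relaxin as 100% and buffer as basal.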
D2 agonist – activates the human D2 dopamine receptor; HEK293 T-REx D2 cells, calcium flux agonist mode; activation, % at 2 µM; hit rate 0.53% among 340,000;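 active = activation over 3 SD above normal in the single-dose calcium agonist read, cut at about 30% in these data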; note: 0% is about no effect
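In this primary screen, compounds producing a positive calcium signal within 180 s of addition to tetracycline-induced, force-coupled HEK293 Trex D2 cells are flagged; cells are dye-loaded with a no-wash calcium kit beforehand.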
D2 antag – D2 dopamine receptor (human) antagonism; inhibition, % at 10 µM; hit rate 2% among 340,000; HEK293 TREx D2 cells, calcium flux, dopamine EC80; in the data active = inhibition above about 30%; note: 0% is about no effect
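Inhibition of EC80 dopamine-driven calcium flux, recorded kinetically, defines activity here; cells are a tetracycline-induced HEK293 T-REx line expressing force-coupled D2.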
D2 PAM – positively modulates the human D2 dopamine receptor allosterically | HEK293 T-REx D2, calcium flux, EC20 dopamine potentiation | potentiation, % at 10 µM | hit rate 0.34% among 340,000 | AID 485347;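 active = potentiation over 3 SD above the plate norm, cut at about 30% in these data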; note: 0% is about no effect
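Potentiation of an EC20 dopamine calcium response measured kinetically over 180 s, after a preceding 180 s compound-only read flagging agonists. Cells: inducible Hek293 Trex D2 line, 4000/well, cultured overnight at 30 C before dye loading.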
* = called active by the depositor; ? = inconclusive; . = not tested or not shown. Some of the compounds tested. The share of hits here may be higher or lower than overall.

molecule,D1 PAM,RXFP1 antagonist,D1 ag,D1 antag,TRHR enhancer,RXFP1 agonist,D2 agonist,D2 antag,D2 PAM
CC(Cc1cccs1)NCc1ccccc1 (stereo unspecified),-4,-14,6,-21,-2,2.8%,0.4,3,1
O=c1[nH]c(=O)n(C2CCCCCC2)c(O)c1C=NC1CCN(Cc2ccccc2)CC1,-3,3,1,-28,-1,0.2%,.,.,.
CN(C)C(=O)Oc1ccc(Cl)c2ccccc12,3,10,6,0,-6,0.5%,-0.3,-11,0
CCN(CC)c1ccc(/C=C2\C(=O)NC(=O)N(CC3CCCO3)C2=O)cc1 (stereo unspecified),-1,16,2,0,9,-0.2%,4.9,11,-5
CC(C)(C)P(=O)(N1CCOCC1)N1CCOCC1,0,-3,3,-4,-8,2.1%,1.5,-7,9
c1cncc(CNC2=NCCC2)c1,1,-6,1,0,-7,1.1%,0.8,-2,1
Cc1cc(N2CCCC2)ccc1C=C(C#N)C#N,1,-9,32*,-33*,27,3.2%,5.3,6,-5
COc1ccc(-c2cc(=NCC(=O)O)c3ccccc3o2)cc1,7,-7,0,-2,-7,26%,-0.5,-8,-8
CN1CSC(=S)N(C)C1,-3,7,1,-12,6,0.3%,0.1,42*,7
CCOC(=O)c1c(C=O)c2ccccc2n1Cc1ccccc1,2,-30,8,-5,-3,0.7%,0.0,-8,0
C#C[C@@]1(O)CCC2C3CCC4=C/C(=N/OCC(=O)NC(C(=O)O)C(C)O)CC[C@]4(C)C3CC[C@@]21C (stereo partly specified),1,-7,6,2,-1,2.2%,0.3,-6,-7
CCN(C(=O)COC(=O)c1cn(C)c2ccccc12)c1ccc(F)cc1,8,-3,7,-1,-6,-3.9%,0.4,3,-3
O=C1CN=C(c2ccccc2)c2oc3ccc(Br)cc3c2N1,-4,6,3,7,-3,-2.4%,0.9,-4,7
O=P(NS(=O)(=O)c1ccc(Cl)cc1)(Oc1ccccc1)Oc1ccccc1,-6,12,0,-3,-3,3.2%,-0.3,2,29
OC(CN1CC=C(c2ccccc2)CC1)c1ccccc1 (stereo unspecified),-2,-17,4,-11,35*,-4.0%,77*,75*,-31
O=C1NC(=S)NC(=O)C12C(c1ccccc1)NC(=S)NC2c1ccccc1 (stereo unspecified),-3,-8,2,-19,6,1.6%,1.3,-5,-3
COC(=O)C1=C(c2ccc(OC)c(OC)c2)C[C@@H]2CC[C@H]1N2C(=O)NCc1ccco1,-7,.,-2,.,3,1.1%,-0.2,-2,-4
O=C(Cn1cc(C(=O)c2ccccc2)c2ccccc21)Nc1ccc(Br)cc1,-5,-22,2,1,8,0.1%,1.3,.,4
Cc1nc2c(c(=O)[nH]1)C(c1ccc([N+](=O)[O-])cc1)c1c(c3ccccc3oc1=O)O2 (stereo unspecified),4,5,0,-9,9,3.8%,0.4,-12,4
CC/C(=N\NC(N)=O)c1c(O)[nH]c(=O)[nH]c1=O,-2,2,0,-26,-2,1.4%,1.2,-3,12
O=C(Nc1cccc(Cl)c1)c1c(O)c2c(n(Cc3ccco3)c1=O)CCCC2,-1,2,3,11,7,-0.6%,0.3,0,2
Cc1nc2ccccc2c(=O)n1-c1ccccc1[N+](=O)[O-],5,9,5,38,6,2.0%,-0.3,-14,2
CSc1ccc(C(=O)C2CCCN(Cc3cccnc3)C2)cc1 (stereo unspecified),2,-9,2,-6,5,-0.2%,0.9,5,4
C[C@H]1O[C@@H](OC2CC[C@]3(C=O)[C@H]4CC[C@]5(C)[C@@H](C6=CC(=O)OC6)CC[C@]5(O)[C@@H]4CC[C@]3(O)C2)CC2OC(C)(C)OC21 (stereo partly specified),-2,-5,2,-1,11,-0.9%,1.4,-6,-1
CCOC(=O)C1=CC(=C2C(=O)N(CC)C(=S)N(CC)C2=O)c2ccccc2O1,5,-38,0,5,-3,1.7%,-0.3,1,2
COc1cc2c(cc1OC)-c1c3c(cc4c1[C@@H](C2)N(C)CC4)OCO3,-4,.,-2,-4,4,4.6%,0.0,4,-11
C=CCN1C(=O)NC(=O)C(Cc2ccc(OC)c(OC)c2)C1=O (stereo unspecified),-4,2,5,-2,-1,-0.3%,-1.1,-15,6
Nc1ccccc1C(=O)OCc1ccc([N+](=O)[O-])cc1,-5,-17,1,-16,-3,-0.2%,-0.2,-3,2
COC(=O)Cn1cc(/C=C2\C(=O)NC(=O)N(c3ccc(OC)cc3)C2=O)c2ccccc21,1,-20,3,4,-25,-25%,-0.3,-20,10
COC(=O)C1=C(c2ccc(C(C)=O)cc2)C[C@@H]2CC[C@H]1N2C(=O)NC1CC1,-3,.,0,-22,0,1.2%,0.1,0,2
O=C(c1cc([N+](=O)[O-])ccc1N1CCNCC1)N1CCOCC1,-8,3,1,18,-3,1.4%,0.3,4,-6
CCCc1nc2ccc(Br)cc2c(=O)n1-c1ccc([N+](=O)[O-])c(C(F)(F)F)c1,13,-3,3,30,-2,0.9%,-1.4,-18,1
Cc1ccc(N)c(C(=O)c2ccc(Br)cc2)c1,0,-1,3,-23,5,0.5%,-1.3,2,5
CCC(=NCCc1ccccc1)c1c(O)[nH]c(=O)[nH]c1=O,-2,3,2,13,-7,-0.5%,.,.,.
CCSc1nnc(NC(=O)c2cccn(Cc3ccccc3Cl)c2=O)s1,-4,.,1,-3,0,3.9%,1.3,.,12
CCCCN=Cc1c(O)n(-c2c(C)cc(C)cc2C)c(=O)[nH]c1=O,1,5,0,-16,16,0.6%,0.4,0,5
CCOc1ccc2nc(NC(=O)c3cccn(Cc4ccccc4Cl)c3=O)sc2c1,-3,.,1,-6,4,2.7%,1.0,.,-4
Cn1cc(C(=O)OCC(=O)Nc2ccccc2Cl)c2ccccc21,0,-13,6,0,6,0.0%,.,.,.
O=C(Nc1ccccc1OC(=O)N1CCCCC1)N1CCCCC1,7,12,2,-8,-4,0.1%,0.1,0,8
O=[N+]([O-])c1cc(S(=O)(=O)c2ccc(O)c([N+](=O)[O-])c2)ccc1O,2,3,1,0,-4,-1.6%,-0.5,10,10
O=C(c1ccc(C(F)(F)F)cc1)C1CCCN(Cc2ccc(CO)o2)C1 (stereo unspecified),2,11,11,0,8,-1.5%,-0.6,6,13
CC(C)(C)c1ccccc1O,-1,.,1,.,6,0.8%,-0.4,-9,1
COc1cccc(C2(O)CCN(Cc3ccncc3)CC2)c1,2,1,3,-1,16,2.6%,1.7,-9,-10
CC(=O)NNC(=O)CN1C(=O)CN=C(c2ccccc2)c2cc(Br)ccc21,-10,-10,-1,-4,-3,-0.4%,.,.,.
Cc1cc(C)cc(OCC(=O)Nc2ccc(-c3nc4ccccc4s3)cc2)c1,0,.,5,-8,-4,?,0.3,.,-1
O=c1[nH]c(=O)n(-c2cccc3ccccc23)c(O)c1/C=N/N1CCCCCC1,-1,1,2,-23,5,1.7%,0.6,-10,-1
CCc1ccc(NC(=O)CN2CC(c3ccccc3)CC2=O)cc1 (stereo unspecified),-5,-4,2,-7,-22,-6.0%,0.1,8,-8
CCCCCn1c(=O)c(C(=O)Nc2ccccc2Cl)c(O)c2ccccc21,4,3,5,33,9,7.7%,1.0,7,15

An excerpt from above in order of molecular weight, lowest first.
molecule,D1 PAM,RXFP1 antagonist,D1 ag,D1 antag,TRHR enhancer,RXFP1 agonist,D2 agonist,D2 antag,D2 PAM
CCc1ccc(NC(=O)CN2CC(c3ccccc3)CC2=O)cc1 (stereo unspecified),-5,-4,2,-7,-22,-6.0%,0.1,8,-8
CCCCCn1c(=O)c(C(=O)Nc2ccccc2Cl)c(O)c2ccccc21,4,3,5,33,9,7.7%,1.0,7,15
CCOc1ccc2nc(NC(=O)c3cccn(Cc4ccccc4Cl)c3=O)sc2c1,-3,.,1,-6,4,2.7%,1.0,.,-4

The main list resumes with the two entries that preceded the break.
molecule,D1 PAM,RXFP1 antagonist,D1 ag,D1 antag,TRHR enhancer,RXFP1 agonist,D2 agonist,D2 antag,D2 PAM
CCc1ccc(NC(=O)CN2CC(c3ccccc3)CC2=O)cc1 (stereo unspecified),-5,-4,2,-7,-22,-6.0%,0.1,8,-8
CCCCCn1c(=O)c(C(=O)Nc2ccccc2Cl)c(O)c2ccccc21,4,3,5,33,9,7.7%,1.0,7,15
O=[N+]([O-])c1cc(Cl)c(O)c(-[n+]2c(-c3ccccc3)cc(-c3ccccc3)cc2-c2ccccc2)c1,-3,-5,7,-11,6,-0.1%,-2.7,1,4
Cc1cccc(N2C(=O)NC(=O)/C(=C\c3cnc(-c4ccccc4)nc3)C2=O)c1,-1,5,-1,-9,6,-0.1%,-1.6,-1,10
Cc1ccc(NC2=NCCCS2)c(C)c1C,-5,-4,2,3,0,0.9%,23,-13,-12
Cc1c(C(=O)N2CCC3(CC2)OCCO3)sc2ncnc(N3CCc4ccccc4C3)c12,-8,-14,0,6,0,6.1%,1.5,-2,-1
COc1ccccc1CCNC1CCC(C)CC1 (stereo unspecified),-9,13,4,8,-1,2.1%,-0.5,4,-15
CN1C(=O)CN=C(c2ccc(Cl)cc2)c2cc(Cl)ccc21,-2,.,0,-4,11,-1.5%,-1.0,34*,7
